Screening data: PubChem, Broad Institute
Xi reactivation: activators of X-chromosome reactivation in mouse fibroblasts; 360,000 tested, 0.055% active; XiGFP mouse fibroblasts, % GFP-positive cells imaging, 3 d; cells co-treated with 5-aza-dC sensitizer; scaled so ellipticine positive control = 100%; activation, % at 7.58 µM;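 active = mean normalized replicate activation at least 10% and every replicate at or above 10%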;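 note: 0% = median of on-plate neutral control wells and 100% = ellipticine 6 µM median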
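System: 68-5-11 XiGFP fibroblast line; Timing: 3 days compound exposure; Compound dosing: one concentration, pinned; Benchmarks: positive control ellipticine, 6 µM final; Buffer or medium: DMEM containing 5-aza-dC.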
ARNT TACC3 PPI: disruptors of human ARNT/TACC3 interaction; Q9Y6A5; AlphaScreen His-ARNT PAS-B/GST-TACC3 binding, luminescence; TACC3 fragment carries E629A point mutation; inhibition, % at 9.99 µM; 390,000 tested, 0.66% active;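 active = mean inhibition of replicates at least 50% and at least half of replicates each reaching 50%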;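 note: 0% = complete ARNT plus TACC3 wells and 100% = ARNT alone without TACC3; many hits fall short of the cut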
F508del corr: correctors of CFTR F508del function in bronchial epithelial cells | activity (quench increase), % at 7.58 µM | CFBE cells, YFP halide quenching; stimulated with forskolin plus potentiator P3; % fluorescence drop versus neutral controls | AID 720511 | 350,000 tested, 0.36% active;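 active = mean added fluorescence quench of at least 8% versus neutral control, with both replicates also reaching 8%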;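 note: cells transiently co-express mutant CFTR-F508del with the halide-sensitive YFP; corrector assay measuring rescue of mutant channel to the surface after 24 h compound exposure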
GSIS activator: GLuc luminescence reporter in INS-1E cells, primary screen for activators of glucose-dependent secretion of insulin; 370,000 tested, 0.61% active; INS-1E GLuc reporter insulin secretion, 2-3 h; activation, % at 16.6 µM;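 active = lowest replicate activation of at least 40%, so every replicate reaches that level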;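 note: 0% = median of neutral control wells and 100% = median of IBMX positive control wells; some compounds called inactive have numbers as strong as hits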
RAD52 anneal inh: blocks human RAD52 DNA annealing | P43351 | recombinant RAD52 DNA annealing, FRET fluorescence | inhibition, % at 18.7 µM | 360,000 tested, 0.46% active | AID 651710;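 active = every replicate showing at least 50% inhibition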
Target sequence (P43351 whole entry, looked up): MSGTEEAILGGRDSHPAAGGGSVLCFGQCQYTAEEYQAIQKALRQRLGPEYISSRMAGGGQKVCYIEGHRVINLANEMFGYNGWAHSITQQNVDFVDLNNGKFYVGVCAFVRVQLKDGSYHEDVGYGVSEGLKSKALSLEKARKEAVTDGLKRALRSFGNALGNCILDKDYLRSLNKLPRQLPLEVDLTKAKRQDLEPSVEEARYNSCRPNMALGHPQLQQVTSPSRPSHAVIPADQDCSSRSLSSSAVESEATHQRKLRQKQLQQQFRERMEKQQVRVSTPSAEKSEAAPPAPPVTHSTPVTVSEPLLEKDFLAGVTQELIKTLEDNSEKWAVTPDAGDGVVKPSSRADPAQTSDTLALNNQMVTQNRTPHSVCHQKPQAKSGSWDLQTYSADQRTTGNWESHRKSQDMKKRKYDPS
RAD54 branch: blocks human RAD54 Holliday junction branch migration. Q92698. FAM/BHQ fluorescence. AID 602329. 360,000 tested, 0.14% active. inhibition, % at 10.4 µM;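 active = mean normalized replicate activity at least 40 and at least half of replicates scoring 40 or more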;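 note: 0% = median of neutral control wells and 100% = median of positive control wells; inhibitors cause a drop in the FAM fluorescence signal; in these data hits start at about 50%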
ERAP1 inh: blocks human ERAP1 aminopeptidase activity | recombinant ERAP1, Leu-AMC fluorescence, 60 min | Q9NZ08 | inhibition, % at 10.7 µM | AID 652197 | 340,000 tested, 0.15% active;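 active = mean replicate inhibition of at least 30%, or all replicates individually reaching that 30% level; inactive = mean below 30% and not every replicate reaching it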;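 note: 0% = neutral control wells and 100% = L-leucinethiol positive control wells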
esBAF inh: SWI/SNF esBAF complex inhibition; mouse ES cells, Bmi1-luciferase knock-in reporter, 24 h; 100% = twice the neutral-well signal; reporter increase, % at 12.5 µM; 350,000 tested, 2% active; AID 602393; in the data active = activation above about 40%;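 note: 0% = median of the plate's neutral control wells and 100% = double that signal; a rise in the Bmi1 reporter signal indicates esBAF inhibition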
Starred values were filed as active, the others as inactive; / = no result given; & = joins results of further samples.

SMILES	Xi reactivation	ARNT TACC3 PPI	F508del corr	GSIS activator	RAD52 anneal inh	RAD54 branch	ERAP1 inh	esBAF inh
O=C(NCC[C@H]1CC[C@H](NS(=O)(=O)c2ccc(Cl)cc2)[C@H](CO)O1)c1ccccc1F	-0.1	/	0.6	1	-7	4	-3	-6
COc1cc(-c2cc(=O)c3c(O)cc(O)cc3o2)cc(OC)c1OC	/	/	-4.6	-2	-9	1	2	-4
CC(=O)N(c1ccccc1C)S(=O)(=O)c1ccc(Cl)cc1	-0.1	-10	2.5	2	1	/	0	/
C[C@@H]1CN([C@@H](C)CO)S(=O)(=O)c2ccc(-c3ccccc3)cc2O[C@H]1CN(C)C(=O)Cc1ccccc1	-0.8	1	/	-15	-2	4	0	-1
CC1CC(C(F)(F)F)n2nc(C(=O)O)cc2N1 (centres undefined)	/	-5	/	7	-12	6	-1	-6
Cn1c(SCC#N)nnc1-c1cccnc1	0.0	-1	/	4	-1	/	1	/
COc1ccc(S(=O)(=O)N2CCN(Cc3ccccc3)CC2)cc1OC	0.3	4	-2.1	2	-21	-8	-1	-8
Cc1c(OCC(=O)N[C@H](C(=O)O)c2ccccc2)ccc2c3c(c(=O)oc12)CCCC3	/	-8	1.6	/	-13	-2	28	4
COc1ccc(S(=O)(=O)Nc2ccc3c(c2)C(=O)N([C@@H](C)CO)C[C@@H](C)[C@H](CN(C)S(=O)(=O)c2ccc(F)cc2)OCCCC[C@@H](C)O3)cc1	0.7	-2	-1.1	-11	-14	-8	0	18
CN(C)Cc1ccccc1Sc1ccc2c(c1)CCCC2	-0.2	/	1.6	54*	12	-3	4	/
CCC(C)[C@H](NC(=O)NCC1CCCO1)C(=O)OC (some centres undefined)	/	1	/	-2	/	-1	/	0
Cc1ccc(NC(=O)c2ccc(CNc3c(N4CCC(C)CC4)c(=O)c3=O)cc2)cc1	10	-9	0.1	9	-3	-4	-1	12
O=C(O)C1CC(c2ccccc2)=NO1 (centres undefined)	/	-12	/	-1	/	-22	/	-7
CCNC(=O)C1(C)CCCN(Cc2noc(-c3ccccc3OC)n2)C1 (centres undefined)	-0.1	/	3.7	0	-13	-2	-1	-3
CN1CC(=O)N(CC(=O)Nc2ccc(F)cc2)c2ccccc2C1=O	/	-1	/	/	8	-9	0	-9
Cc1ccccc1C(=O)NC(=S)N(CCO)Cc1ccccc1	0.0	0	/	10	-7	0	3	-3
O=C(NCc1ccccc1)c1cc(C2CCCCN2S(=O)(=O)c2cccs2)on1 (centres undefined)	-0.1	/	-0.3	-29	-27	3	-3	0
C[C@@H]1CN([C@H](C)CO)C(=O)c2cc(-c3cccc(F)c3)cnc2O[C@@H]1CN(C)S(=O)(=O)c1cccc(F)c1	-0.5	0	0.8	-21	3	5	-2	/
COc1ccc(CNC(=O)C2Cc3cc(S(=O)(=O)N4CCCC4)ccc3N2C(C)=O)c(OC)c1 (centres undefined)	0.2	-3	1.1	-1	-15	-1	-5	-4
CN1CCN(C(=O)/C(=C/c2cn(S(=O)(=O)N(C)C)c3ccccc23)NC(=O)c2ccccc2)CC1	0.1	-2	0.2	-6	-1	/	1	0
CCCc1c(-c2ccccc2F)ncn1CCc1ccccc1OC	0.6	/	0.2	2	-8	/	0	/
CCOc1ncccc1C(=O)Nc1nnc(C(CC)CC)s1	0.0	-4	3.1	-12	1	/	1	/
C[C@@H]1CN([C@@H](C)CO)C(=O)c2cc(NC(=O)Nc3ccc(F)cc3)ccc2O[C@H]1CN(C)Cc1ccc(C(F)(F)F)cc1	0.0	-2	2.7	-18	-7	-35	-1	3
O=C(Nc1cc(S(=O)(=O)N2CCCCC2)ccc1Cl)c1ccc(F)cc1	-0.1	/	0.2	-48	7	6	-6	0
CC=Cc1ccc2n(c1=O)C[C@H]1[C@H](CO)[C@@H](C(=O)N[C@@H](C)c3ccccc3)[C@@H]2N1Cc1ccccc1 (mixture of isomers)	0.3	/	3.5	-22	-3	/	-1	/
COc1ccc(Cl)cc1NC(=S)N(Cc1ccccc1C)CC1CCC(C(=O)O)CC1 (centres undefined)	0.1	4	1.4	-5	-9	3	3	-4
NC(COCc1ccccc1)c1csc(Nc2ccccn2)n1 (centres undefined)	-0.1	/	1.4	-10	4	6	-8	0
Cc1nc(N2CCCCC2)c2c(C)c(C(=O)Nc3ccc4c(c3)OCCO4)sc2n1	-0.1	-3	-2.0	-14	-8	3	0	-4
Cc1noc(C)c1S(=O)(=O)N(C)C[C@@H]1OCCCC[C@H](C)Oc2ccc(NC(=O)CCCN(C)C)cc2C(=O)N([C@H](C)CO)C[C@H]1C	0.0	/	-3.0	3	12	/	0	/
CSc1ccccc1-c1nnc(-c2ccccc2)o1	/	-17	/	6	/	-2	/	43*
O=C(CC12CC3CC(CC(C3)C1)C2)NC(=S)NCc1ccccc1	-0.1	3	/	26	/	-12	/	/
CC(C)S(=O)(=O)c1csc(C(=O)Nc2ccc(F)cc2)c1N	0.0	-4	0.9	-9	2	/	-1	13
O=C(Nc1cccc(C(=O)O)c1)/C(=C/c1cccc([N+](=O)[O-])c1)NC(=O)c1cccc(Br)c1	0.3	0	-1.1	-4	-18	/	/	/
O=S(=O)(NC1CCCCC1)c1ccc(Cl)nc1	0.0	-5	/	2	/	-7	/	/
O=C(c1ccc(-n2cncn2)c([N+](=O)[O-])c1)N1CCN(S(=O)(=O)c2ccccc2Br)CC1	0.4	-1	1.3	10	-12	9	2	5
O=C(Nc1ccc(N2CCOCC2)c(Cl)c1)c1ccc2c(c1)OCCO2	0.1	1	1.7	-7	-20	5	1	35
C=CCN1C(=O)/C(=C2/Sc3ccc(OC)cc3N2C)SC1=NCc1ccccc1	-0.1	5	-5.0	15	-23	3	0	3
CCC1(c2ccc(F)cc2)NC(=O)N(CC(=O)N2c3ccccc3NC(=O)C2(C)C)C1=O (centres undefined)	0.2	-2	-0.7	-28	1	/	3	/
CCC(COC(=O)Nc1ccccc1)NC(=O)OC(C)C (centres undefined)	0.1	/	0.2	1	-9	/	0	/
COc1ccccc1CN1C(=O)C(C)ON=C1c1ccccc1F (centres undefined)	0.0	/	-0.1	15	-12	-3	/	0
CN(C)C(=O)C[C@@H]1CC[C@H]2[C@@H](COc3ccc(NC(=O)C4CCOCC4)cc3C(=O)N2C)O1	0.3	-14	2.0	0	5	-7	3	0
O=C(NNC(=O)c1ccccc1-n1cccc1)c1cncc(Br)c1	0.0	7	0.4	-16	-11	7	2	-8
O=C(C[C@@H]1CC[C@@H](NC(=O)C2CC2)[C@H](CO)O1)NCc1ccccc1Cl	-0.2	0	-0.5	-4	-3	-7	-1	-1
CN1CC(=O)N(CC(=O)NC2CCCCC2)C1=O	0.0	0	3.9	/	-3	-6	-2	7
CC(C)CN(C(=O)CCC(=O)OCC(=O)N(C)c1ccccc1)c1c(N)n(CC(C)C)c(=O)[nH]c1=O	0.1	7	2.9	-3	-14	2	-8	2
COc1cccc(/C=C2\SC(=O)N(CC(=O)NC3CCS(=O)(=O)C3)C2=O)c1 (centres undefined)	0.0	1	-1.2	-6	-24	/	0	1
CN(C)CCN(C(=O)CCS(=O)(=O)c1ccccc1)c1nc2cc3c(cc2s1)OCO3	-0.1	-6	3.0	8	3	-4	2	-2
O=C(C[C@@H]1CC[C@H]2[C@@H](COC[C@H](O)CN2C(=O)c2cnccn2)O1)N1CCN(c2ccccc2)CC1	-0.1	4	1.5	-6	-25	-7	0	-3
CO[C@H]1CN(C)C(=O)c2ccc(NC(=O)c3ccccc3F)cc2OC[C@@H](C)N(C(=O)c2ccccc2F)C[C@H]1C	0.1	-1	0.6	-24	10	-9	-1	17
COc1ccc(S(=O)(=O)N(C)C[C@@H]2Oc3ncc(/C=C/c4ccccc4)cc3C(=O)N([C@@H](C)CO)C[C@@H]2C)cc1	-1.1	1	-3.1	-45	5	10	1	-2

Complete entries from above. Screens in order: Xi reactivation, ARNT TACC3 PPI, F508del corr, GSIS activator, RAD52 anneal inh, RAD54 branch, ERAP1 inh, esBAF inh
CN(C)C(=O)C[C@@H]1CC[C@H]2[C@@H](COc3ccc(NC(=O)C4CCOCC4)cc3C(=O)N2C)O1 as listed: 0.3, -14, 2.0, 0, 5, -7, 3, 0
O=C(NNC(=O)c1ccccc1-n1cccc1)c1cncc(Br)c1 as listed: 0.0, 7, 0.4, -16, -11, 7, 2, -8
COc1ccc(S(=O)(=O)N(C)C[C@@H]2Oc3ncc(/C=C/c4ccccc4)cc3C(=O)N([C@@H](C)CO)C[C@@H]2C)cc1 as listed: -1.1, 1, -3.1, -45, 5, 10, 1, -2

Other entries follow:
SMILES	Xi reactivation	ARNT TACC3 PPI	F508del corr	GSIS activator	RAD52 anneal inh	RAD54 branch	ERAP1 inh	esBAF inh
Cc1cc(SCC(=O)O)nc2ccccc12	0.5&0.0	-11&-21	-0.1&-1.0	10&-4	-11&-25	-5	5&-2	5
CN(C(=O)CN1C(=O)NC2(CCCc3ccccc32)C1=O)C1CCCCC1 (centres undefined)	0.0	/	-3.7	-3	-4	-4	0	-11
CCCc1ccc(OCc2ccc(C(=O)N3CCN(c4ccccn4)CC3)o2)c(OC)c1	/	4	/	-41	-6	-2	-8	45*
CC(C)NC(=O)N(C)C[C@H]1Oc2ncc(C#CCc3ccccc3)cc2C(=O)N([C@H](C)CO)C[C@@H]1C	-0.3	-6	4.2	22	19	-1	7	-2
O=C(Cn1cc2c(n1)CCCC2)NCCCN1CCN(c2ccccc2F)CC1	0.0	/	3.5	-6	1	-5	-2	-7
COc1cccc(-c2cn(-c3cccc(C(F)(F)F)c3)c(=S)[nH]2)c1	-0.1	15	1.3	-5	-9	1	3	5
CC(C)NC(=O)Nc1ccc2c(c1)CC(=O)N([C@@H](C)CO)C[C@H](C)[C@@H](CN(C)Cc1ccccc1)O2	0.0	-5	2.1	8	2	-4	-4	-2
CC1C(=O)N(Cc2ccccc2)c2ccccc2N1C(=O)c1ccccc1 (centres undefined)	-0.1	-2	2.9	-21	7	0	-3	-3
CC(=O)N1[C@@H]2Cn3c(ccc(-c4ccccc4)c3=O)[C@H]1[C@@H](C(=O)NC1Cc3ccccc3C1)[C@@H]2CO	0.6	/	-2.7	-7	-3	-8	/	1
C[C@@H]1CN([C@H](C)CO)C(=O)c2cccc(NS(=O)(=O)c3ccc(Cl)cc3)c2O[C@H]1CN(C)Cc1ccncc1	0.1	-5	0.5	-9	-2	-4	3	-6

Structural class: the entries above containing a Cl atom
SMILES	Xi reactivation	ARNT TACC3 PPI	F508del corr	GSIS activator	RAD52 anneal inh	RAD54 branch	ERAP1 inh	esBAF inh
O=C(NCC[C@H]1CC[C@H](NS(=O)(=O)c2ccc(Cl)cc2)[C@H](CO)O1)c1ccccc1F	-0.1	/	0.6	1	-7	4	-3	-6
CC(=O)N(c1ccccc1C)S(=O)(=O)c1ccc(Cl)cc1	-0.1	-10	2.5	2	1	/	0	/
O=C(Nc1cc(S(=O)(=O)N2CCCCC2)ccc1Cl)c1ccc(F)cc1	-0.1	/	0.2	-48	7	6	-6	0
COc1ccc(Cl)cc1NC(=S)N(Cc1ccccc1C)CC1CCC(C(=O)O)CC1 (centres undefined)	0.1	4	1.4	-5	-9	3	3	-4
O=S(=O)(NC1CCCCC1)c1ccc(Cl)nc1	0.0	-5	/	2	/	-7	/	/
O=C(Nc1ccc(N2CCOCC2)c(Cl)c1)c1ccc2c(c1)OCCO2	0.1	1	1.7	-7	-20	5	1	35
O=C(C[C@@H]1CC[C@@H](NC(=O)C2CC2)[C@H](CO)O1)NCc1ccccc1Cl	-0.2	0	-0.5	-4	-3	-7	-1	-1
C[C@@H]1CN([C@H](C)CO)C(=O)c2cccc(NS(=O)(=O)c3ccc(Cl)cc3)c2O[C@H]1CN(C)Cc1ccncc1	0.1	-5	0.5	-9	-2	-4	3	-6
